# aSyn yeast inh = rescues yeast growth from alpha-synuclein toxicity; Potency, µM (series often up to 46.1 µM), for inactives: at the highest dose growth rescue (activation), most hits filed as activators; Yeast expressing alpha-synuclein, growth rescue, BacTiter-Glo, 24 h; 0.14% of 370,000 active; note: potency is the fitted concentration of half-maximal effect; % of control where 0% means no effect; nearly all actives have a fitted effect of over 65% in size
#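 Readout is rescue of growth in alpha-synuclein-expressing yeast, so inhibitors of toxicity appear as activators. Growth after 24 hr at 30 deg C in galactose medium is quantified by luminescence.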
# EPAC2 agonist = activates human EPAC2 exchange factor; Q8WZA2; EPAC2 activation, biochemical qHTS; response scale: 100% = 6.5 mM cAMP response; Potency, µM (doses to about 154 µM), inactives show at the top dose activation, most hits filed as activators; 0.079% of 360,000 active; AID 720711; note: potency is the fitted concentration of half-maximal effect; nearly all actives have a fitted effect of over 50% in size
# Target sequence (Q8WZA2 whole entry, looked up): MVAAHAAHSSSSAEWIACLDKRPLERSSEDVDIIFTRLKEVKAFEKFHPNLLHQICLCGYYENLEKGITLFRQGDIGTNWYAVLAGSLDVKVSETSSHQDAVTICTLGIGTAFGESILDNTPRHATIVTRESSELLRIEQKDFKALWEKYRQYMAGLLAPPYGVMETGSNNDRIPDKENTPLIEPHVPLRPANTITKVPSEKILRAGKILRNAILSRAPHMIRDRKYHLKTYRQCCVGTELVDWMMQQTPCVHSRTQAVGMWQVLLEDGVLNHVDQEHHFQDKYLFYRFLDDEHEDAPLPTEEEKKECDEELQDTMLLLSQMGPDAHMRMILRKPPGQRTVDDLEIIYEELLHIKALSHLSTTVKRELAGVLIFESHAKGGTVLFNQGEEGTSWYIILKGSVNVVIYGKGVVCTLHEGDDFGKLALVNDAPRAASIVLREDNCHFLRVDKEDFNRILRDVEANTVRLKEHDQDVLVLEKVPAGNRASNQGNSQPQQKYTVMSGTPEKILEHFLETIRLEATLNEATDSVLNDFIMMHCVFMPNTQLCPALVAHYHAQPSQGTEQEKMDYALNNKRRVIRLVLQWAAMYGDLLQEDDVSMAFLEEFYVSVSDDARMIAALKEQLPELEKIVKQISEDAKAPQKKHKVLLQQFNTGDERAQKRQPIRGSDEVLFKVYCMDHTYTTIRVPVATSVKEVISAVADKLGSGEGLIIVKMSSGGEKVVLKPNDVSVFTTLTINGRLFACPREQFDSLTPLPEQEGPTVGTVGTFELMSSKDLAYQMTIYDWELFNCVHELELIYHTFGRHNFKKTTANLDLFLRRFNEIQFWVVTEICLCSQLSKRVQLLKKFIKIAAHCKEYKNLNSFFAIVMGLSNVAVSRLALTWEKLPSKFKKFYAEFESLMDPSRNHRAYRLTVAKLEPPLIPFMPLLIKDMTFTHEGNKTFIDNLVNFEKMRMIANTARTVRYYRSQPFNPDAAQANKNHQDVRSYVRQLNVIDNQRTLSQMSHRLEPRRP
#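 In this primary screen, activation is scored as increased exchange of BODIPY-GDP from Rap1B by 100 nM EPAC2, with 50 uM GDP as competitor. Signal is normalized to the 6.5 mM cAMP agonist control.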
# D3 antag = antagonists of human D3 dopamine receptor; P35462; D3R cells, DiscoveRx beta-arrestin luminescence, antagonist mode; stronger effect = lower value; max response, negative = inhibition, %; 2.5% of 360,000 active; AID 652054; in the data active = max response below about -50%; inconclusive = no clear call, values can overlap the other calls; note: % is set by controls: 0 for no effect and ±100 for the full control effect; mostly tested at two doses, the higher about 12 µM
#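 Cells plated overnight at 1500 cells/well, then exposed to library compounds with dopamine controls for 90 minutes at 37 degrees C. DiscoveRx reagent added for 30–60 minutes at room temperature; luminescence read, quantitative HTS format.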
# EPAC2 antagonist = antagonists of human EPAC2; Q8WZA2; EPAC2 GEF exchange of Rap1B-BODIPY-GDP, fluorescence; Potency, µM (top dose mostly 114 µM), for the others: at the highest dose activity, negative = inhibition, hits mostly inhibitors; 0.18% of 360,000 active; note: potency is the fitted concentration of half-maximal effect; % is set by controls: 0 for no effect and ±100 for the full control effect; nearly all actives have a fitted effect of over 45% in size; many of its hits are not listed in these tables
# DRD3 agonist = D3 dopamine receptor (human) agonism; 0.58% of 410,000 active; D3R DiscoveRx beta-arrestin cells, luminescence, 90 min; P35462; max activation, %; in the data active = max activation above about 30%; note: 0% is about no effect; mostly tested at two doses, the higher about 12 µM
#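 Cells at 1500/well, incubated overnight, then treated with pinned compounds (dopamine as control) for 90 min at 37 degrees C. DiscoveRx reagent added for 30 - 60 minutes at room temperature; luminescence read.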
# TDP43 rescue = inhibitors of TDP-43 toxicity in yeast. 1.8% of 410,000 active. Potency, µM (top dose mostly 46.1 µM), for the others: at the highest dose growth rescue (activation), hits mostly activators. TDP-43 expressing yeast growth rescue, BacTiter-Glo, 24 h. AID 652104; note: potency is the fitted concentration of half-maximal effect; % of control where 0% means no effect; nearly all actives have a fitted effect of over 50% in size
#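 Yeast cells expressing TDP-43 under galactose induction are exposed to compounds for 24 hr at 30 deg C. BacTiter-Glo luminescence measures growth, so protective compounds score as activators.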
# Abeta yeast res = restores growth of yeast expressing A-beta42 peptide. yeast expressing A-beta42, growth rescue, OD600, 48 h; response scale: 0% DMSO, 100% iron-clioquinol control. Potency, µM (top dose mostly 46.1 µM), for inactives: top-dose growth rescue, usual class: activators. 0.063% of 410,000 active. AID 1347071; note: potency is the fitted concentration of half-maximal effect; nearly all actives have a fitted effect of over 55% in size
#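 Growth rescue measured by 600 nm absorbance after 48 h yeast culture at 30 C with compound. Values normalized between DMSO and an equimolar ferric chloride plus clioquinol control.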
# FUS yeast rescue = FUS proteinopathy suppression in yeast; Potency, µM (titrated, usually from 76.6 µM), without a hit: at the top dose growth rescue (activation), usual class: activators; S. cerevisiae FUS-expressing, growth rescue, OD600, 24 h; 0.24% of 390,000 active; AID 1347120;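 note: potency is the fitted concentration of half-maximal effect; plate controls were DMSO vehicle for no effect and reference control for full effect; nearly all actives have a fitted effect of over 55% in size; some results filed as inactive show a strong effect at the top dose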
#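 Quantitative HTS measuring growth restoration of FUS-toxic yeast. Galactose-induced cells (OD 0.005) were exposed 24hr at 30C to compounds at several concentrations, then absorbance at 600 nm was recorded.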
# Numbers without * were called inactive; u = inconclusive; x = not tested or not shown; & = joins results of further samples; [ ] = dose if it differs, or a comment. Unless noted, calls come from the whole dose curve; as a rule, active = well fitted curve in the direction sought with a large enough effect; inconclusive = small, poorly fitted or top-dose-only effect, or another doubt; inactive = no such curve, though single readings can be large; an effect the other way counts as inactive or inconclusive.
SMILES,aSyn yeast inh,EPAC2 agonist,D3 antag,EPAC2 antagonist,DRD3 agonist,TDP43 rescue,Abeta yeast res,FUS yeast rescue
C=CCN(CC=C)C(=S)NC(=O)Cc1cccc2ccccc12,8%,7%,-2,-13%,-14,-14%,4%,6%
Cc1ccc(NC(=O)c2sc(-n3nc(C)c(Cc4ccc5c(c4)OCO5)c3C)nc2C)cc1Cl,x,x,x,x,-12,-3%,4%,-16%
O=C(Nc1ccc2[nH]c(=O)[nH]c2c1)c1ccc(Cl)c(Cl)c1,3%,-2%,12,5%,3,12%,1%,-15%
COc1ccc(N2CCN(C(=O)CCCN3C(=O)c4cccc5cccc(c45)C3=O)CC2)cc1,1%,8%,-16,-2%,-5,12%,3%,25%
CC(C)C[C@@H](C(=O)N[C@@H](C(=O)O)c1ccccc1)N1C(=O)N2CCc3c([nH]c4ccccc34)[C@@]2(C)C1=O,2%,5%,5,-21%,-30,4%,-18%,21%
O=C(COc1ccc(Br)cc1CO)Nc1ccc(S(=O)(=O)N2CCCC2)cc1,-9%,8%,-11,-4%,2,-5%,0%,33%
CC(C)C[C@H](NC(=O)C1(c2ccccc2)CCN(C(=O)OC(C)(C)C)CC1)C(=O)N1CCC[C@H]1C(=O)O,7%,-13%,18,79µM*,4,10%,7%,19%
CCOc1ccc(CCNC(=O)CN(c2ccc(C)cc2)S(=O)(=O)N(C)C)cc1OCC,x,x,x,x,-2,27%,-2%,7%
COc1cccc(CN(C)Cc2nc(Cc3ccccc3Cl)no2)c1,2%,19%,3,1%,-15,-16%,-29%,14%
O=S1(=O)CCN(CCCc2ccccc2)CC1,-6%,-1%,3,4%,6,5%,-7%,8%
Cc1ccccc1OCC(=O)NCCc1nc2ccccc2[nH]1,-14%,4%,-1,3%,-2,-10%,-18%,-13%
Cc1cc2nc(-c3ccc(SCc4ccccc4C#N)nc3)[nH]c2cc1C,-38%[inhibitor],13%,19,0%,20,7%,0%,7%
Cc1ccc(C)c(OCc2cc(C(=O)N3C[C@@H](C)O[C@@H](C)C3)no2)c1,12%,3%,12,-10%,-3,u,14%,17%
COc1cc(OC)c(OC)cc1CN1CCCC(C(=O)N2CCCCC2)C1 (stereo unspecified),-14%,6%,u,-6%[57.1 µM],-4,-2%,-1%,11%
NC(=O)CNC(=O)[C@@H]1CC2(CC(c3ccc(Cl)cc3)=NO2)CN1C(=O)c1ccc(Br)cc1 (stereo partly specified),3%,3%,21,-15%,6,8%,-11%,u
CC12CCC(C(=O)Nc3cccc(Cl)c3)(C(Br)C1=O)C2(C)C (stereo unspecified),12%,5%,7,-9%,-3,20µM*,15%,x
CCn1cc(CN2N=C(C)CC2c2ccccc2)c(C)n1 (stereo unspecified),-13%,8%,-9,u,-8,-25%,-10%,37%
CC(C)CC(N=Cc1c(O)c2ccccc2oc1=O)C(=O)O (stereo unspecified),0%,8%,12,2%,0,-5%,-3%,-17%
CCOC(=O)C1(Cc2cccc(Cl)c2)CCCN(CCO)C1 (stereo unspecified),9%,4%,33,5%,2,-5%[0.397 µM],2%,12%
O=C(CSc1nnc2c3ccccc3c3ccccc3c2n1)Nc1ccccc1F,1%,1%,2,-20%,3,14%,6%,x
CCSc1nnc(Cc2cc(=O)[nH]c(=O)[nH]2)n1-c1ccc(Cl)cc1,-1%,4%,0,2%,12,0%,4%,-12%
OC1(c2ccccc2F)CCN(Cc2nnc(-c3ccccc3)o2)CC1,2%,9%,-8,0%,1,10%,0%,u
CNc1ccc(/C=C(\C#N)c2ccccn2)cc1[N+](=O)[O-],-1%,-4%,13,9%,0,10%,0%,-3%
Cn1c(=O)n(C)c2cc(N3CCCCC3)c(NC(=O)c3ccc(Cl)cc3)cc21,x,x,x,x,-8,9%,-10%,-11%

# 4 compounds drawn at random from the list so far, as already listed:
SMILES,aSyn yeast inh,EPAC2 agonist,D3 antag,EPAC2 antagonist,DRD3 agonist,TDP43 rescue,Abeta yeast res,FUS yeast rescue
CC(C)CC(N=Cc1c(O)c2ccccc2oc1=O)C(=O)O (stereo unspecified),0%,8%,12,2%,0,-5%,-3%,-17%
CCSc1nnc(Cc2cc(=O)[nH]c(=O)[nH]2)n1-c1ccc(Cl)cc1,-1%,4%,0,2%,12,0%,4%,-12%
OC1(c2ccccc2F)CCN(Cc2nnc(-c3ccccc3)o2)CC1,2%,9%,-8,0%,1,10%,0%,u
COc1cc(OC)c(OC)cc1CN1CCCC(C(=O)N2CCCCC2)C1 (stereo unspecified),-14%,6%,u,-6%[57.1 µM],-4,-2%,-1%,11%

# Continuation.
SMILES,aSyn yeast inh,EPAC2 agonist,D3 antag,EPAC2 antagonist,DRD3 agonist,TDP43 rescue,Abeta yeast res,FUS yeast rescue
O=C(NNc1cccc(Cl)n1)Nc1ccccc1Cl,9%,-1%,-11,-4%,-5,19%,-4%,16%
COc1cc(OC)c(C(=O)OCN2C(=O)c3ccccc3C2=O)cc1OC,-8%,2%,-6,1%,10,-1%,0%,2%
COc1ccc(NC(=O)Cn2ncc3c2-c2ccccc2OC3)cc1Cl,x,x,x,x,5,16%,-4%,10%
Cc1ccccc1OCc1nc2ccccc2c(=O)n1NC(=O)c1ccco1,4%,7%,-1,5%,-4,11%,3%[9.22 µM],-38%
Cc1onc(-c2ccccc2)c1C(=O)Nc1ccc(S(=O)(=O)NC2=NCCCCC2)cc1,-3%,11%,5,-2%,1,-4%,7%,19%
N#Cc1c(-c2ccccc2)ccn(Cc2ccc(Cl)cc2)c1=O,2%,0%,-3,5%,5,4%,5%,5%
O=C(NCc1nc2ccccc2[nH]1)C1=C[C@H](c2ccc(C(F)(F)F)cc2)C[C@H](OCCCCO)O1,2%,8%,-17,-20%,-39,8%,-7%,36%
COc1ccc(C(NC(=O)CN2CCCCCC2)c2ccc(OC)cc2)cc1,2%,-2%,-53*,-2%,-28,-13%,-4%,28%
CCCCOc1ccc(CNC(=O)c2cc3n(n2)CCCN(Cc2ccc(C)cc2)C3=O)cc1,x,x,x,x,7,14%,3%,17%
Cc1ccc([C@H]2C[C@H](n3cc(COC(=O)c4ccccc4)nn3)[C@@H](O)CN2C(=O)c2cccs2)cc1,1%,15%,-4,5%,8,-1%,6%,36%
Cc1cc(C)c(NC(=O)C2CC(=O)N(C(C)C)C2)c(C)c1 (stereo unspecified),-1%,3%,1,5%,0,7%,3%,-26%
COc1ccccc1CC(=O)NC1CCCCCC1,-2%,8%,8,7%,-1,11%,4%,-11%
CN(C)C(CNC(=O)c1coc2ccccc2c1=O)c1ccccc1 (stereo unspecified),3%,7%,-6,-3%,7,-10%,0%,-3%
COc1ccccc1CN1CC(C(=O)NCc2ncccc2C)CCC1=O (stereo unspecified),-2%,15%,-10,4%,3,9%,9%,2%
CCN(CC(=O)NCc1cccs1)C(=O)c1cccc(S(=O)(=O)Nc2ccccc2OC)c1,2%,-5%,21,0%,5,u,-1%,3%
Cc1cccc(NC(=O)C(=O)NCC(c2cccnc2)N2CCN(Cc3ccccc3)CC2)c1 (stereo unspecified),x,x,x,x,-19,-1%,-8%,-12%
CCC(Sc1nc2ncnc(N)c2[nH]1)C(=O)O (stereo unspecified),-1%,9%,-1,12%,-6,4%[9.22 µM],1%,4%
CCc1nnc(NC(=O)CCC(=O)NC2CCCC2)s1,3%,3%,17,7%,3,7%,-1%,-19%
Cc1ccnc(-n2sc3ccccc3c2=O)n1,-75%[inhibitor],11%,u,14%,-10,-93%[inhibitor],-94%[inhibitor],5%
COc1ccc(Cn2c(C(=O)O)c(CNCc3cccc(OC)c3)c3ccc(C)cc32)cc1,x,x,x,x,5,6%,-9%,10%
CC12CC3(C)CC(C)(C1)CC(C(N)=O)(C2)C3,8%,0%,12,7%,-6,0%,-10%,12%
Cc1cccc(Nc2nc(N3CCCCC3)nc(N3CCCCC3)n2)c1,10%,14%,-18,-12%,-2,u,-33%[inhibitor],u
O=C1COc2cccnc2N1,-4%,6%,4,4%,3,2%,-17%,2%
CC1=N/C(=C\c2ccc3c(c2)OCO3)C(=O)N1c1ccc(C(=O)O)cc1,-2%,-6%,u,10%,-9,-23%,-6%,16%
CCc1c(C)[nH]c2c(C)cccc2c1=O,-4%,-1%,0,-4%,-5,15%,-1%,-19%
CC(OC(=O)c1oc2ccccc2c1CSC1CCCCC1)C(=O)NC(N)=O (stereo unspecified),-2%,-11%,9,5%,8,3%,-6%,2%
COc1ccc(S(=O)(=O)Nc2ccc(S(=O)(=O)N3CCCCC3)cc2)cc1,-3%,9%,-27,-1%,0,1%,2%,u
CC(C)(C)c1ccc(C(=O)Nc2cccc(C(=O)N3CCOCC3)c2)cc1,-1%,6%,2,-4%,-3,1%,-1%,17%
O=C(O)c1ccc2c(c1)C(=O)N(NC(=O)c1ccccc1)C2=O,-5%,10%,-14,16%,-13,0%,-15%,8%
CC1CCN(S(=O)(=O)c2ccc3c(c2)c(=O)c(C(=O)NCCc2ccccc2)cn3C)CC1,x,x,x,x,1,10%,-6%,28%
Cc1ccccc1CS(=O)(=O)CCC(=O)NCc1ccc(F)cc1Cl,0%,-1%,-7,3%,6,-4%,-1%,4%
COc1cc(S(=O)(=O)n2nc(C)cc2C)ccc1Cl,14%,-1%,20,-4%,1,-16%[1.82 µM],9%,2%
COc1ccc(-c2csc(NC3=NCCCCC3)n2)cc1,6%,-2%,3,10%,-2,9%,0%,x
O=C(Nc1ccc(Cl)cc1)Nc1nc(-c2sccc2Br)cs1,5%,5%,0,14%,7,-22%,0%,x
CN(Cc1ccccc1)C(=O)c1cc2cc(F)ccc2[nH]1,9%,-9%,-12,9%,-7,3%,5%,21%
Cc1ccnc(NC(=O)COc2ccc3c(c2)CCC3)c1,-9%,-4%,-3,4%,2,5%,-6%,20%
Cc1csc(NC(=O)C(NC(=O)c2ccccc2F)C(C)C)n1 (stereo unspecified),10%,11%,-18,-2%,-18,-19%,u,16%
C[n+]1cccc(C(=O)NCC2CCCO2)c1 (stereo unspecified),0%,11%,4,18%,-12,-23%,4%,x
Cc1ccc(NC(=O)CSCC(=O)N2c3ccccc3CCc3ccccc32)cc1,19%,6%,-13,-8%,-8,-5%,10%,34%
Cc1nc(N2CCCC2)ncc1C(=O)Nc1ccc(OC(F)(F)F)cc1,x,x,x,x,9,1%,4%,-25%
COc1cc(NC(=O)C2=CC(c3ccco3)=NS(=O)(=O)N2C)cc(OC)c1OC,-7%,4%,7,-4%,13&-7,-9%&-4%,5%&-16%,2%&7%
COc1cc(OC)cc(C(=O)Nc2ccc3nc(N4CCC(C)CC4)cc(C)c3c2)c1,x,x,x,x,-3,24%,-13%,27%

# Some of the compounds tested; rates above refer to the full screens.
